Assay outcomes deposited in PubChem by National Center for Advancing Translational Sciences (NCATS).
ALOX15B inhib – inhibitors of human 15-lipoxygenase 2 (ALOX15B). purified 15hLO-2, xylenol orange hydroperoxide absorbance. Potency, µM (doses to about 57.1 µM), without a hit: at the highest dose activity change, negative = inhibition, usual class: inhibitors. O15296. 110,000 compounds, 0.56% hits; note: potency is the fitted concentration of half-maximal effect; nearly all actives have a fitted effect of over 60% in size; many of its hits are not listed in these tables
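Enzyme 50 nM, AA 45 uM, 25 mM Hepes pH 7.5 + 0.01% Triton X-100; cpd preinc 15 min RT, rxn 90 min RT; stop/detect with 200 uM XO + 300 uM Fe(II) in 50 mM H2SO4, 30 min; A573/A405.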
PNC assembly inh – perinucleolar compartment assembly inhibition | 140,000 compounds, 3.1% hits | activity change (PNC), negative = inhibition, % at 10 µM | PC3M PTB-GFP, PNC prevalence imaging, 16 h; active compounds read low;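 active = readout at or below -70, meaning at least 70% loss of cells showing the perinucleolar compartment, a nuclear body marking cancer cells; inconclusive = readout between -30 and a set limit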;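 note: plate controls were DMSO wells for no effect and camptothecin positive control wells for full effect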
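Read-out is percentage of cells bearing a perinucleolar compartment, from automated 20x imaging of fixed, Hoechst-stained PC3M PTB-GFP cells. Cells were seeded 4 h, then exposed 16 h to compound (23 nl of library stock) in duplicate plates.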
IMPase cell inh – membrane-permeable compound that blocks inositol monophosphatase; AID 901; P97697; inhibition (IP1 accumulation), % at 46.1 µM; 120,000 tested, under 10 active; CHO-M1 cells, IP1 accumulation, HTRF TR-FRET ratio; active = well fitted curve in the direction sought with a large enough effect in the signal ratio, not every such curve was filed as active; inconclusive = small, poorly fitted or top-dose-only effect, or a change in a side signal; inactive = no such curve, though single readings can be large or run the other way; the % refers to the signal ratio;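 note: cells stimulated with carbachol in lithium chloride buffer; plate controls were DMSO basal wells for no effect and reference inhibitor wells for full effect; higher means more IMPase inhibition seen as more IP1 and lower FRET ratio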
Target sequence (P97697 whole entry, looked up): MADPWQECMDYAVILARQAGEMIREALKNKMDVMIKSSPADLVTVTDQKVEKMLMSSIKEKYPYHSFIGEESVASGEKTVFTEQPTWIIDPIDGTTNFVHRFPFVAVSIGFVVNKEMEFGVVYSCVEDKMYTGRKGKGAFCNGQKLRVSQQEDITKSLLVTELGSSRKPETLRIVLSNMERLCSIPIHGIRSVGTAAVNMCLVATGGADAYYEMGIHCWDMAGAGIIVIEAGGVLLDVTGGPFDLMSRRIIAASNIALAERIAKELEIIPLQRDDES
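The IP-One HTRF competitive assay in carbachol-stimulated CHO-M1 cells quantifies cellular IP1. Compounds spanned up to 46 uM final, and activity is expressed as AC50 from concentration-response fits of the ratio and donor data.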
ALOX12 inhib – 12-hLO (ALOX12) enzyme inhibition | P18054 | purified 12-hLO, xylenol orange hydroperoxide absorbance | Potency, µM (highest dose often 57.1 µM), for inactives: at the highest dose activity change, negative = inhibition, usual class: inhibitors | 150,000 compounds, 0.12% hits | AID 1452; note: potency is the fitted concentration of half-maximal effect; nearly all actives have a fitted effect of over 55% in size; many of its hits are not listed in these tables
Target sequence (P18054 whole entry, looked up): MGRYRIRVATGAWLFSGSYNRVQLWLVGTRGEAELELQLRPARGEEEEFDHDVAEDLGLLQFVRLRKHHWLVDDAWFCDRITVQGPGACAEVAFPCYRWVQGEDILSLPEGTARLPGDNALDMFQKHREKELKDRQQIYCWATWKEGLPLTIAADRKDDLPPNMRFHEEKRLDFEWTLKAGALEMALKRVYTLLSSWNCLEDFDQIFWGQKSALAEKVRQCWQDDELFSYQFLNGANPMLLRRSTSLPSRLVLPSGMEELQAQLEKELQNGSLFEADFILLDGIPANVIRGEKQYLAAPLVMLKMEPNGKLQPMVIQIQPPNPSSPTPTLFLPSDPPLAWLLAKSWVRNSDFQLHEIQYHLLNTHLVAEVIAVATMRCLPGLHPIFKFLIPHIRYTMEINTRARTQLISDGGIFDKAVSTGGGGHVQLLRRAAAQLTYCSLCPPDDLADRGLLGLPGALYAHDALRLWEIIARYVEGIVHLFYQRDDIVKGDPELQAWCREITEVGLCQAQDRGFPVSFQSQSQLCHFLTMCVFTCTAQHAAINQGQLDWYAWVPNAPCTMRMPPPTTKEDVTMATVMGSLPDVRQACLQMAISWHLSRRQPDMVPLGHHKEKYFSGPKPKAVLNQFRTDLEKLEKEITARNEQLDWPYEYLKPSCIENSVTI
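Hydroperoxide output read as Fe(III)-xylenol orange absorbance, 573-to-405 nm ratio, after 30 min reaction with 40 uM arachidonic acid. Enzyme: 150 nM purified human 12hLO, 15 min compound preincubation; 25 mM Hepes pH 7.0, room temperature.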
The depositor's hits bear a star; ? = inconclusive; · = no result given; [ ] = remark or other dose. Unless noted, calls come from the whole dose curve; as a rule, active = well fitted curve in the direction sought with a large enough effect; inconclusive = small, poorly fitted or top-dose-only effect, or another doubt; inactive = no such curve, though single readings can be large; an effect the other way counts as inactive or inconclusive. Unless noted, % is set by controls: 0 for no effect and ±100 for the full control effect.

SMILES	ALOX15B inhib	PNC assembly inh	IMPase cell inh	ALOX12 inhib
CCOc1ccc(S(=O)(=O)N(CC(=O)NC2CCCCC2C)Cc2ccco2)cc1 (stereo unspecified)	·	?	·	1%
CN(C)CCCN1C(=O)c2oc3ccc(Cl)cc3c(=O)c2C1c1cccnc1 (stereo unspecified)	·	14	0	-7%
Cc1ccc(/C=N/NC(=O)c2ccc(Br)o2)s1	·	-98*	·	0%
O=C(Nn1c(-c2ccccc2)nc2ccccc2c1=O)c1cccs1	·	-6	·	-3%
CC(=O)c1ccc(NC(=O)Nc2cccc(Cl)c2)cc1	1%	?	3	-4%
Cc1ccc(S(=O)(=O)N2CCN(C3CCC(c4ccccc4)CC3)CC2)cc1 (stereo unspecified)	28%	?	3	1%
COc1cc(C(C#N)N2N=C(c3ccccc3)CC2c2ccccc2)ccc1O (stereo unspecified)	-5%	-14	7	?
O=c1cc(Nc2ccc3c(c2)OCCO3)[nH]c(=O)n1-c1ccc(Br)cc1	·	33	2	-7%
Cc1ccccc1-c1cc(-n2ccnc2)ncn1	18%	·	·	-2%
CCCn1c(C)cc(C(=O)COC(=O)CN=C2NS(=O)(=O)c3ccccc32)c1C	·	36	·	1%
Cc1nnc(SCC(=O)N2c3ccccc3CC2C)s1 (stereo unspecified)	1%	?	-2	-6%
O=C(/C=C/c1ccco1)NC(=S)Nc1ccccn1	-14%	5	-3	-10%
Cc1ccc(NC(=O)NNc2cccc(Cl)n2)cc1	-26%	56	-3	-2%
COCCn1c(SCC(=O)Nc2cc(C(C)(C)C)nn2-c2ccccc2)nc2ccccc2c1=O	·	?	·	-6%
CC1=C(C(=O)OCc2ccccc2)C(c2ccc(N(C)C)cc2)NC(=O)N1 (stereo unspecified)	·	27	18	-2%
C[N+]1(CC(=O)OCCCc2ccccc2)CCCC1	·	-10	·	1%
CN(C)/C=N/c1c(C#N)cnn1-c1ccc(C(F)(F)F)cn1	2%	-10	9	0%
C=CCn1c(=NC(=O)c2sc3ccccc3c2Cl)sc2cc(S(N)(=O)=O)ccc21	·	35	·	-3%
CC(C)NC(=O)NC1C2CC3CC(C2)CC1C3 (stereo unspecified)	5%	-5	2	-6%
CCN1C/C(=C/c2cccc([N+](=O)[O-])c2)C(=O)/C(=C/c2cccc([N+](=O)[O-])c2)C1	·	-123*	·	4%

Some of the entries so far, with each value named.
> COCCn1c(SCC(=O)Nc2cc(C(C)(C)C)nn2-c2ccccc2)nc2ccccc2c1=O
  ALOX15B inhib: ·; PNC assembly inh: ?; IMPase cell inh: ·; ALOX12 inhib: -6%

> O=C(/C=C/c1ccco1)NC(=S)Nc1ccccn1
  ALOX15B inhib: -14%; PNC assembly inh: 5; IMPase cell inh: -3; ALOX12 inhib: -10%

> CN(C)/C=N/c1c(C#N)cnn1-c1ccc(C(F)(F)F)cn1
  ALOX15B inhib: 2%; PNC assembly inh: -10; IMPase cell inh: 9; ALOX12 inhib: 0%

> CCOc1ccc(S(=O)(=O)N(CC(=O)NC2CCCCC2C)Cc2ccco2)cc1 (stereo unspecified)
  ALOX15B inhib: ·; PNC assembly inh: ?; IMPase cell inh: ·; ALOX12 inhib: 1%

Next part.
SMILES	ALOX15B inhib	PNC assembly inh	IMPase cell inh	ALOX12 inhib
CCOC(=O)c1cc2c(c(CSc3nc4ccccc4c(=O)n3Cc3ccco3)c1)OCOC2	-3%	15	1	-8%
CCc1ccc(S(=O)(=O)NCCc2csc(-c3ccccc3)n2)s1	-5%	26	-5	-9%
COc1ccccc1OCc1nnc(SCCN2CCOCC2)o1	1%	?	4	-5%
COc1ccccc1C(=O)Nc1ccc2oc(-c3ccc(F)cc3)nc2c1	-5%	20	-5	-5%
COc1ccccc1C(=O)Nc1cccc(-c2cn3ccsc3n2)c1	15%	?	-14	-1%
CCOC(=O)c1cnn(CCOC(=O)c2ccc(OC)cc2)c1NC(=O)c1ccc(OC)cc1	·	46	·	-1%
O=C(CSc1nnc(COc2ccccc2Cl)o1)NC(=O)NC1CCCC1	-14%	-19	3	-7%
CN(Cc1ccccc1)C(=O)CSc1nnc(-c2ccco2)n1-c1ccccc1	-4%	-7	8	-6%
Nc1nonc1NC(=O)CSc1ncccc1C(=O)O	-3%	-84*	-2	1%
N#Cc1cc2sc3nc4ccccc4n3c2cc1C#N	1%	21	0	-3%
CCOc1ccccc1CNC(=O)c1c([N+](=O)[O-])c(C)nn1C	·	12	·	2%
CC(C)Oc1cccc(C(=O)Nc2ccc(N3CCN(S(C)(=O)=O)CC3)cc2)c1	-11%	-7	3	-4%
O=C(OC(C(=O)NCc1cccs1)c1ccc(F)cc1)c1ccco1 (stereo unspecified)	-1%	?	6	0%
Cc1nnc(SCC(=O)Nc2ccc3c(c2)OCCO3)s1	·	-22	9	4%
Cc1ccc2cc(CCNC(=O)c3ccco3)c(=O)[nH]c2c1	·	24	8	-3%
O=S(=O)(Nc1cccc(-c2cn3ccsc3n2)c1)c1ccc(F)cc1	13%	-12	13	-16%
Cc1cc(N2CCOCC2)nc2ccc(NC(=O)C3CCC(C)CC3)cc12 (stereo unspecified)	-3%	4	7	-2%
COc1cc(C(C)=O)ccc1COc1ccc(C(=O)OC(C)C(=O)NC(N)=O)cc1OC (stereo unspecified)	·	?	0	0%
Cc1ccc2c(n1)sc1c(-c3ccc(Br)cc3)c(C#N)c(N)nc12	-26%	7	10	-2%
O=C(NCC12CC3CC(CC(C3)C1)C2)c1nc2ncccn2n1	-7%	-4	-13	-1%
CCCCOc1ccc(C(C)NC(=O)CCS(=O)(=O)Cc2ccccc2F)cc1 (stereo unspecified)	·	?	4	-5%
COCCNC(=O)Cn1c(=O)n(CCCCCC(=O)Nc2ccccc2)c(=O)c2sccc21	·	-13	9	-4%
COc1ccc(N=Cc2c(O)n(-c3cccc(C)n3)c(=O)c3ccccc23)cc1	·	74	·	-7%
Cc1ccc(C)c(OCCCC(=O)Nc2nccs2)c1	15%	18	-4	3%
COCCn1nnnc1C(c1cccs1)N1CCN(c2cc(C)ccc2C)CC1 (stereo unspecified)	6%	?	2	2%
O=C(NCc1ccccc1)C1CCCN(S(=O)(=O)c2cccs2)C1 (stereo unspecified)	7%	-27	2	-5%
COc1ccccc1N1CCN(CC(O)COCCOc2ccc(Br)cc2)CC1 (stereo unspecified)	·	14	·	2%
CC(C)CN(CC(C)C)S(=O)(=O)N1CCC(C(=O)NC2CCCCCCC2)CC1	-1%	-14	2	-1%
O=S(=O)(c1ccc(Oc2ccc(-c3nnco3)cc2)nc1)N1CCC(Cc2ccccc2)CC1	-3%	-3	0	-4%
CCOC(=O)N1CCN(C(=O)CS(=O)Cc2nc(-c3ccc(C)cc3)oc2C)CC1 (stereo unspecified)	0%	53	-16	-6%
COC(=O)c1sccc1NC(=O)c1c(C)noc1C	2%	?	-10	2%
CCCCCNCc1cccn1C	4%	-10	-3	2%
COC(=O)Cc1cc(=O)[nH]c(/N=C(\N)Nc2ccc(C)cc2C)n1	-8%	-4	3	0%
Cc1c(C)c2c(C)nn(-c3ccccc3)c2[nH]c1=O	6%	?	5	2%
Cc1ccc(S(=O)(=O)C2(C(=O)Nc3ccc(F)cc3)CC2)cc1	6%	-8	?	-9%
COc1ccc(/C=c2/sc3n(c2=O)NC2(c4ccccc4)N(C)C(=O)N(C)C2(c2ccccc2)N=3)cc1 (stereo unspecified)	-20%	?	3	5%
Cn1cc(C=C2C(=O)CC(C)(C)CC2=O)c2ccccc21	·	15	1	-2%
C=CCSc1nc2ccccc2n1C(=O)/C=C/c1cc(OC)c(OC)c(OC)c1	3%	20	6	-2%
COc1ccc(CCNC(=O)CCSc2nc(-c3ccco3)cc(C(F)(F)F)n2)cc1	-5%	-4	8	-14%
COc1ccc(OC)c(NC(=O)CCN2CCN(c3ccccc3F)CC2)c1	31%[activator]	-8	2	0%
CC(C)c1onc(C(=O)NCc2ccccc2)c1[N+](=O)[O-]	·	10	·	-2%
Cc1cccc2cc3c(N)c(C(=O)Nc4ccc(N5CCOCC5)cc4)sc3nc12	-22%	50	10	6%
CCCNC(=O)COC(=O)c1ccccc1OCc1ccc(Cl)cc1	3%	-4	4	-2%
COC(=O)/C(=N/Nc1ccccc1)N1CCCc2ccccc21	·	?	14	-8%
O=C(Cc1ccccc1)NC1c2ccccc2-c2ccccc21	·	44	-5	1%
Cc1nc2cc(-c3ccccc3)ccc2o1	3%	-17	5	1%
CN1C(=S)N(c2ccccc2)C(=O)/C1=C/c1ccco1	·	?	·	-4%
COc1ccc2cc(C(=O)N/N=C/c3sc4ccccc4c3O)ccc2c1	·	?	·	-2%
Nc1ncc2c(n1)CC(c1ccco1)CC2=O (stereo unspecified)	-3%	40	2	0%
Cc1ccc(NC(=O)C2=C(O)c3sccc3N(C)S2(=O)=O)cc1	5%	5	-3	4%
COc1ccc2c(C=O)c[nH]c2c1	·	?	·	-9%
CCCc1nnc(NC(=O)Cn2cnc3ccccc3c2=O)s1	-1%	?	-6	0%
Cc1ccc(C(c2nnnn2C(C)(C)C)N2CCN(C3CCCC3)CC2)cc1 (stereo unspecified)	19%	14	8	3%
Cc1ccc(C(=O)N2CCN(c3ncccn3)CC2)o1	-12%	9	0	1%
C=CCn1cnc2c(NCc3ccccc3)ncnc21	3%[2.29 µM]	?	2	5%
CCOc1ccc(N2Cc3ccccc3C2)cc1	-20%	1	10	-16%
Cc1ccccc1NC(=O)CCC(=O)N/N=C/c1ccncc1	-17%	-17	2	-7%
C#CCOCCOCCOCCNc1nc(N2CCN(C(=O)Cn3cc(CCO)nn3)CC2)nc(N2CCN(C(=O)[C@H]([C@@H](C)O)n3cc(CCCCN)nn3)CC2)n1	·	17	·	7%
CCOC(=O)c1oc2cccc(O)c2c1C	-4%	33	4	-3%
O=C(NCCN1CCOCC1)C1CC(=O)N(c2ccc(F)c(Cl)c2)C1 (stereo unspecified)	-16%[11.4 µM]	-2	?	1%
(cont.)
SMILES	ALOX15B inhib	PNC assembly inh	IMPase cell inh	ALOX12 inhib
COc1ccc(-n2c(SCC(=O)N3CCN(c4ccccc4)CC3)nc3c(c2=O)SCC3)cc1	-10%	-8	3	0%
COc1ccc(S(=O)(=O)CCC(=O)NCCc2ccc(Cl)cc2)cc1	3%	?	1	-5%
N=c1nc(-c2ccccc2)ccn1O	-13%	4	-2	1%
O=C(Nc1ncc(Cc2cccc(Cl)c2)s1)c1cccs1	17%	26	7	-11%
O=C(NCc1ccc2c(c1)OCO2)C1CC(c2ccc(Cl)c(Cl)c2)=NO1 (stereo unspecified)	-8%	48	6	0%
Cc1ccccc1Nc1c([N+](=O)[O-])ccc2c1=NC1(CCCCC1)N=2	-12%	11	-1	-5%
Cc1cnc(CNc2ccnc(-c3ccccc3Cl)n2)cn1	-3%	·	·	-1%
CCCCCCC(=O)N(O)C1CC(=O)N(c2ccccc2)C1=O (stereo unspecified)	?	-25	2	-21%
Cc1cccc(CC2S/C(=N/N=C/c3ccco3)N(c3ccccc3)C2=O)c1 (stereo unspecified)	·	74	·	-7%
Cc1nn2c(N3CCN(C4CCCC4)CC3)cc(C(C)(C)C)nc2c1-c1ccccc1	18%	29	6	5%
O=C(CCS(=O)(=O)c1cccc2nonc12)NCCc1ccccc1Cl	11%	-2	-6	-6%
CCC(C)C(=O)OC1C2CC3=C4CC(=O)OC(c5ccoc5)[C@]4(C)CCC3[C@@](C)(C2=O)C(CC(=O)OC)C1(C)C (stereo partly specified)	-4%	·	·	0%
O=C(CSc1nnc(Cc2ccccc2)o1)NCc1ccco1	-4%	?	8	-1%
Cc1cc2ncn(C(=O)N3CCCC3)c2cc1C	·	41	8	3%

Not all compounds are listed. The share of hits here may be higher or lower than overall.
